KCNQ2 inh – KCNQ2 potassium channel inhibitors, primary screen, cell-based, CHO-K1, FluxOR thallium flux, B-score (AID 2156). 20 min; stronger effect = lower value. B-score at 10 µM. hit rate 1.1% among 310,000;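 active = fluorescence ratio B-score at most minus 3 library SDs, with starting brightness B-score within 2 library SDs, cut at about -5.5 in these data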
Kir21 inh – inhibitors of mouse Kir2.1 inward-rectifier potassium channel. HEK293-Kir2.1, FluxOR thallium flux fluorescence; stronger effect = lower value. B-score at 10 µM. hit rate 0.85% among 310,000;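 active = fluorescence ratio B-score at or below minus 3 SD of library scores, with starting-brightness B-score within 2 SD, cut at about -4.2 in these data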;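 also: channel flux triggered by added potassium and thallium sulfate stimulus; B-score of peak minus minimum fluorescence over baseline after thallium stimulus; more negative B-score means stronger Kir2.1 block with less thallium influx; some compounds called inactive have numbers as strong as hits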
Target sequence (P35561 whole entry, looked up): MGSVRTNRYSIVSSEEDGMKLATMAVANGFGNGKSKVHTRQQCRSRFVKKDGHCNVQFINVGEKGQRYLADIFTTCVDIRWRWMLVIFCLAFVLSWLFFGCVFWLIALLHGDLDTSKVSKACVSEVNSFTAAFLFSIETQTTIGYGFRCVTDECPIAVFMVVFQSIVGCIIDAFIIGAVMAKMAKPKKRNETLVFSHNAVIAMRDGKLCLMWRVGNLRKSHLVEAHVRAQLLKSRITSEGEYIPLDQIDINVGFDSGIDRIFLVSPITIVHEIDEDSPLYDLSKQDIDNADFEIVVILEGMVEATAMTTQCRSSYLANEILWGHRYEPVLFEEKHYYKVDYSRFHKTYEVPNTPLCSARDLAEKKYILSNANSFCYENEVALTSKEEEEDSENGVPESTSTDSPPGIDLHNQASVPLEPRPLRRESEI
Active calls of the source: *; i = inactive. Rows were taken by chance. About 1.9% of those tested had a hit in this group.

Kir21 inh	KCNQ2 inh	Structure
2.5	i	COc1ccc2cc(CCNC(=O)C3CC3)c(=O)[nH]c2c1
-0.84	i	Cc1n[nH]c(=O)c2c(NC(=O)CSc3nnc(C4CC4)n3C)oc(C)c12
1.5	i	COc1ccc(OC)c(NC(=O)C2CC(/C=C/c3ccccc3)=NO2)c1 (stereo unspecified)
0.53	i	CCCNC(=O)c1cc(S(=O)(=O)N2CCCCC2)ccc1N1CCOCC1
-1.4	i	Clc1ccc(CN2CCCCCCC2)cc1Cl
0.51	i	Cc1ccc(Nc2nc(-c3cccs3)cs2)nc1
0.29	i	COC(=O)c1ccc(Oc2nc(NC(C)C)nc(N(C)C)n2)cc1
0.49	i	Clc1ccc2nc(-c3ccccn3)c(Nc3ccc4c(c3)OCO4)n2c1
0.39	i	O=C(CN1CCCC1)Nc1ccc(F)c(Cl)c1
-1.1	i	COc1cccc(-c2cc(C(=O)N3CCCc4ccccc43)no2)c1
-0.48	i	CC(O)Cn1c(N2CCCC2)nc2c1c(=O)n(C)c(=O)n2C (stereo unspecified)
0.14	i	O=C(O)c1ccccc1-c1ccccc1C(=O)NNc1ccccc1
1.7	i	O=C(O)c1ccc(Cl)cc1NC(=O)C1CCCO1 (stereo unspecified)
0.88	i	CC(C)OP(=O)(OC(C)C)C(O)c1ccc2c(c1)OCO2 (stereo unspecified)
0.41	-7.4*	Cc1ccc(S(=O)(=O)Oc2ccc(/C=C3/N=C(c4ccccc4)OC3=O)cc2)cc1
-0.42	i	Nc1c(-c2ccc(Cl)cc2)cnc2ncnn12
-0.68	i	Cc1ccc(SCCN2CCC(C(C)(C)C)CCC2=O)cc1 (stereo unspecified)
2.6	i	CC(C)C(c1nnnn1Cc1cccs1)N1CCN(C2CCCC2)CC1 (stereo unspecified)
-1.7	i	COc1ccccc1/C=C/CN1CCCC(CO)(CCc2ccccc2)C1 (stereo unspecified)
0.13	i	Cc1ccc(OCc2nnc(SCC(=O)Nc3ncc(C)s3)o2)cc1
-1.6	i	CC1CCCCN1C(=O)CSc1nnc(CSc2ncccn2)n1C (stereo unspecified)
0.1	i	Cc1ccc(S(=O)(=O)NCCC(=O)OCC(=O)NC(=O)c2cccn2C)cc1
0	i	Cc1ccc(S(=O)(=O)Nc2cc(-c3nn(C)c(=O)c4ccccc34)ccc2N2CCOCC2)cc1
1.3	i	CCOC(=O)/C(C#N)=C1/C=CN(c2ccccc2)C=N1
-0.01	i	CCOC(OCC)c1cn(Cc2ccc(C(=O)c3ccccc3)cc2)nn1

Kir21 inh	KCNQ2 inh	Structure
-1.2	i	Cc1onc(-c2ccccc2)c1-c1ccnn1C(=O)NC(C)C
-2.2	i	O=C(NCCCn1ccnc1)C1CC2CCC1C2 (stereo unspecified)
0.85	i	COc1ccc(NC(=O)CN(C)S(=O)(=O)c2cnc[nH]2)cc1OC
0.46	i	CN(C(=O)CSc1nnc(-c2ccc(OC(F)F)cc2)n1N)C1CCS(=O)(=O)C1 (stereo unspecified)
0.82	i	Cc1ccc(-c2cc(C(=O)N/N=C/c3c(C)nn(-c4ccccc4)c3C)[nH]n2)cc1
0.33	i	CCOC(=O)c1c(C)[nH]c(C)c1S(=O)(=O)N(C)CC(=O)Nc1ccccc1OC
0.04	i	CCOc1ccc(OCCN2C(=O)NC(Cc3c[nH]c4ccccc34)C2=O)cc1 (stereo unspecified)
-0.32	i	Cc1ccc(C)n1/N=C1/NC(=O)CS1
-0.69	i	CCN1CCN(C(c2ccccc2)c2nnnn2Cc2ccc(OC)cc2)CC1 (stereo unspecified)
-0.32	i	CNC(=S)NNC(=O)Cc1ccccc1
-0.11	i	COc1cccc(N(CC(=O)NC2CC3CCC2C3)S(=O)(=O)c2ccccc2)c1 (stereo unspecified)
0.25	i	CCCn1nc(C(=O)OCC(=O)c2ccc3c(c2)NC(=O)CO3)c2ccccc2c1=O
1.1	i	C/C(=N\NC(=O)Cc1ccccc1Cl)c1cccnc1
1.5	i	Cc1ccc(CN2CCN(/N=C/c3ccc(C(=O)O)cc3)CC2)cc1
-0.05	i	CN(Cc1ccccc1)S(=O)(=O)c1ccc(NC(=O)c2ccccc2C(=O)O)cc1
-0.3	i	CC(NC(=O)CNC(=O)C1O[C@@H]2OC(C)(C)O[C@@H]2[C@H]2OC(C)(C)O[C@@H]12)C(=O)O (stereo partly specified)
0.1	i	CCCCc1cc(=O)oc2cc(C)cc(OCC(=O)N3C[C@H]4C[C@@H](C3)c3cccc(=O)n3C4)c12
0.27	i	CCS(=O)(=O)N1Cc2ccccc2CC1C(=O)OCC(=O)N(C(C)C)C(C)C (stereo unspecified)
-0.48	i	CCN(CC(=O)NCc1ccc(Cl)cc1)CC(=O)Nc1ccc(C(N)=O)cc1
0.31	i	O=C(c1ccc(Br)o1)N1CCN(c2ccc3nnc(-c4ccc(F)cc4)n3n2)CC1
0.98	i	Cc1ccc(S(=O)(=O)N(C)c2c(C)ccc(S(=O)(=O)N3CCN(C=O)CC3)c2C)cc1
-0.8	i	CSc1cccc(NC(=S)N2CCC(N(C)C3CCCCC3C)CC2)c1 (stereo unspecified)
-2.2	i	COc1cccc(C(=O)c2c[nH]c(C(=O)NCc3cccnc3)c2)c1
-0.04	i	O=C(NC1CCCCC1)C(c1cccnc1)N(C(=O)c1csnn1)c1ccccc1F (stereo unspecified)
0.15	i	Cc1ccc(Cl)cc1-n1c(SCC(=O)NCCC2=CCCCC2)nc2n[nH]c(C)c2c1=N

Kir21 inh	KCNQ2 inh	Structure
1.3	i	Cc1cccc(NC(=O)C(C)n2cc([N+](=O)[O-])cn2)n1 (stereo unspecified)
-0.55	i	CC(=O)N1c2ccc(S(=O)(=O)NCCC(=O)NCCc3ccc(Cl)cc3)cc2CC1C (stereo unspecified)
0.88	i	COc1ccccc1CN1CC(C(=O)NCCC2=CCCCC2)CCC1=O (stereo unspecified)
-0.69	i	COc1ccc(S(=O)(=O)N2CCCCCC2)cc1NC(=O)Cc1ccccc1
0.85	i	CC(=Nc1ccc2c(c1)nc(CO)n2C)C1=C(O)CC(C)(C)CC1=O
0.23	i	CC1(C)CC(=O)C=C(Nc2ccccc2NC(=O)c2cnccn2)C1
-1.1	-5.5*	O=C(NC1CCCCC1)C1CC=CCC1C(=O)OCC(Cl)=C(Cl)Cl (stereo unspecified)
-1.8	i	COc1cc2cc(CN(CCc3ccccc3C)C(=S)NCCCN3CCOCC3)c(=O)[nH]c2cc1OC
-0.27	i	O=C(Nc1cccc(C(F)(F)F)c1)/C(=C/c1ccco1)NC(=O)c1cccs1
0.71	i	CCCN1C(=O)c2cc(C(=O)O)ccc2C1O (stereo unspecified)
0.4	i	CCN1C(=O)CSC1=Nc1ccccc1Cl
1.1	i	Cc1noc(/C=C/N(C)C)c1S(=O)(=O)N1CCC(C(=O)Nc2ccc(Cl)cc2)CC1
-1.3	i	Cc1ccc(CNC(=O)COC(=O)c2ccc(S(=O)(=O)N3CCCC3)cc2)cc1
1.7	i	CCc1ccc(CN(Cc2cccnc2)C(=O)/C=C/c2ccc(OC)cc2)cc1
2.6	i	COc1ccc(C)cc1NC(=O)CNCc1cccs1
1.4	i	O=C(O)c1ccc2c(c1)C(=O)N(c1ccc(Nc3ccccc3)cc1)C2=O
-1.5	i	Cc1ccccc1CSCC(=O)N/N=C/c1cccs1
-0.31	i	CCOC(=O)C(C)Oc1cccc2c(=O)n(CC(=O)NCc3ccccc3)ccc12 (stereo unspecified)
0.52	i	CC(C)N(Cc1nc(-c2ccccc2)no1)C(=O)c1ccc(Cl)cc1
0.62	i	CCn1c(CNC(C)=O)nnc1SCC(=O)c1ccc(Br)cc1
0.26	i	CCOC(=O)c1sc(-c2cccc([N+](=O)[O-])c2)cc1N
-0.04	i	CCOC(=O)C(C)Oc1ccc2c(-c3cccc([N+](=O)[O-])c3)cc(=O)oc2c1 (stereo unspecified)
-1.1	i	COC(=O)c1cc(S(=O)(=O)NCC2CCN(Cc3ccc(Cl)cc3)CC2)cn1C
-2.3	i	CCOc1ccccc1N1CC(C(=O)Nc2ccc(C(=O)O)cc2)CC1=O (stereo unspecified)
0.18	i	CCOc1ccc(CCNS(=O)(=O)c2ccc(-c3ccc(=O)[nH]n3)o2)cc1OCC

Five structures from above, arranged by number of heavy atoms, falling:
Kir21 inh	KCNQ2 inh	Structure
-0.31	i	CCOC(=O)C(C)Oc1cccc2c(=O)n(CC(=O)NCc3ccccc3)ccc12 (stereo unspecified)
1.7	i	CCc1ccc(CN(Cc2cccnc2)C(=O)/C=C/c2ccc(OC)cc2)cc1
-0.04	i	CCOC(=O)C(C)Oc1ccc2c(-c3cccc([N+](=O)[O-])c3)cc(=O)oc2c1 (stereo unspecified)
0.85	i	CC(=Nc1ccc2c(c1)nc(CO)n2C)C1=C(O)CC(C)(C)CC1=O
-1.1	-5.5*	O=C(NC1CCCCC1)C1CC=CCC1C(=O)OCC(Cl)=C(Cl)Cl (stereo unspecified)

(next part)
Kir21 inh	KCNQ2 inh	Structure
0.16	i	CC(C)C(c1nnnn1Cc1ccc(F)cc1)N1CCC(C(N)=O)CC1 (stereo unspecified)
0.22	i	O=C(COc1ccc(Cl)cc1)NNC(=O)C(=O)NC1CCCCC1
-0.75	i	COC(=O)c1cc(=O)n(CCc2ccc(OC)cc2)c(=Nc2ccc(F)c(Cl)c2)s1
-0.01	i	O=C(Cn1c(=O)c2cccn2c2ccccc21)Nc1ccc(F)cc1F
-0.74	i	Cc1ccc(C2=NNC(c3cccc(F)c3)S2)cc1 (stereo unspecified)
1.1	i	CC(C)C(NS(=O)(=O)c1cccs1)C(=O)NCc1ccc2c(c1)OCO2 (stereo unspecified)
2.2	i	Cc1cccc(NC(=O)c2ccc(S(=O)(=O)N3CCCC3)cc2)c1C
-1.3	i	O=S(=O)(NCc1cccc(C(F)(F)F)c1)NCc1ccccc1F
-0.01	i	CC1(C)CC(=O)C2=C(C1)N(c1ccccc1)C(=O)C2(O)C(F)(F)F (stereo unspecified)
0.57	i	CCOc1ccc2[nH]cc(C(=O)NCc3ccccc3)c(=O)c2c1
1.5	i	O=C(O)c1ccc(/C=C/c2nc3sc4c(c3c(=O)[nH]2)CCC4)cc1
0.04	i	CCc1ccc(/C=C(\Cl)c2nc3cc(Cl)ccc3c(=O)[nH]2)cc1
-0.01	i	Brc1ccc(-c2noc(CCc3ccccc3)n2)cc1
-1.6	i	O=C1CCCN1c1ccc(S(=O)(=O)Oc2cccc(Cl)c2)cc1[N+](=O)[O-]
1.1	i	CC1=C(C(=O)OCC2CCCCC2)C(c2ccc(F)cc2)NC(=O)N1 (stereo unspecified)
1.3	i	NC(=S)N=Nc1c(O)[nH]c2ccc(F)cc12
0.22	i	c1ccc(-n2cc(CN3CCCC(CN4CCCC4)C3)c(-c3ccc4c(c3)OCO4)n2)cc1 (stereo unspecified)
-0.26	i	Cc1nc2c(C(=O)N3CCCC3)cnn2c(C)c1Cc1c(F)cccc1Cl
-1.7	i	Cc1ccc(S(=O)(=O)N2CCN(S(=O)(=O)N3CCOCC3)CC2)cc1C
0.13	i	Cc1ccc(S(=O)(=O)NCCC(=O)OCC(=O)N(C)c2ccccc2)cc1
-0.53	i	CC1CCCC(NC(=O)COC(=O)CCSc2ccccc2)C1C (stereo unspecified)
1.1	i	CCn1nnnc1SCC(=O)c1ccc(C)cc1
0.75	i	O=C(c1cc2ccccc2oc1=O)N(Cc1ccccc1F)C1CCS(=O)(=O)C1 (stereo unspecified)
-0.15	i	COc1ccc(C2C(C#N)=C(N)Oc3cc4c(cc32)OCO4)cc1 (stereo unspecified)
-1	i	Cc1cc(NCCCOC(C)C)n2c(nc3ccccc32)c1C#N

2 neighbouring records already listed, quoted:
Kir21 inh	KCNQ2 inh	Structure
-0.26	i	Cc1nc2c(C(=O)N3CCCC3)cnn2c(C)c1Cc1c(F)cccc1Cl
-1.7	i	Cc1ccc(S(=O)(=O)N2CCN(S(=O)(=O)N3CCOCC3)CC2)cc1C

More entries follow.
Kir21 inh	KCNQ2 inh	Structure
0.4	i	CCOC(=O)C(C)c1c(C)[nH]c(=S)[nH]c1=O (stereo unspecified)
1.3	i	COc1ccc(C)cc1NC(=O)COC(=O)C1CCN(C(=O)c2ccc(Cl)cc2)CC1
-0.28	i	CC(=O)c1ccc(N2CCN(C(=O)COc3ccc4c(c3)CCC4)CC2)cc1
-0.15	i	Cc1oc(CC(C)C)c(CN)c1C(=O)O
0.39	i	O=C(Nc1ccc(Cl)cc1)Nc1nnc(CSc2ccc(Cl)cc2)s1
1.2	i	O=C(O)c1cccc(NC(=O)c2cn(-c3ccccc3)nc2-c2ccc(F)cc2)c1
-1.6	i	CC(=O)N1CCCC(C(=O)c2ccc(Oc3ccccc3)cc2)C1 (stereo unspecified)
-1.7	i	COc1ccc(Br)cc1S(=O)(=O)N1CCN=C1C
0	i	Cc1cc(C)nc(SCc2cn3c(C)cc(C)nc3n2)n1
-0.35	i	Cc1ccc(S(=O)(=O)C2(C(=O)NC3CCCC3)CC2)cc1
2	i	COC(=O)[C@@H](NC(=O)NCc1ccc(F)cc1)C(C)C
0.86	i	COc1ccc(C(=O)C2CCCN(Cc3c(C)[nH]c4ccccc34)C2)c(OC)c1 (stereo unspecified)
1.2	i	O=C(/C=C/c1c(Cl)cccc1Cl)Nc1ccncc1
1.3	i	CCC(C)c1ccc(NC(=O)NCc2cccnc2)cc1 (stereo unspecified)
-0.06	i	COc1ccc(OCC(=O)N2CCN(C(=O)Cc3ccccc3)CC2)cc1
-0.46	-5.8*	Cc1ccccc1CSc1ccc(-c2ccc3c(c2)OCO3)nn1
1.4	i	CCOC(=O)C1CCN(C(=O)c2cc3cc(Br)ccc3oc2=O)CC1

Single records, from the list above. Order of values: Kir21 inh, KCNQ2 inh
`CCOc1ccc2[nH]cc(C(=O)NCc3ccccc3)c(=O)c2c1` across the screens: 0.57, i
`Cc1ccc(S(=O)(=O)Nc2cc(-c3nn(C)c(=O)c4ccccc34)ccc2N2CCOCC2)cc1` across the screens: 0, i
`Cc1ccc(S(=O)(=O)Oc2ccc(/C=C3/N=C(c4ccccc4)OC3=O)cc2)cc1` across the screens: 0.41, -7.4*

Screening results as filed in PubChem.
